HCMV antiviral: blocks human cytomegalovirus replication; activity change, negative = inhibition, % at 57.5 µM; HFF cells, HCMV-luciferase reporter, 72 h; stronger effect = lower value; 4.5% of 410,000 active; in the data active = activity change below about -60%; inconclusive = no clear call, values can overlap the other calls; inactive = above about -39%
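Luciferase read-out from HCMV-luciferase-infected HFFs (MOI 1 PFU/cell) 72 h post infection at 37C; compounds added after 16 h cell attachment; activity normalized between buffer-only basal and Salinomycin (10uM) inhibitor controls.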
AmpC inh no detg: AmpC beta-lactamase inhibition without detergent; P00811; 0.52% of 330,000 active; Potency, µM (top dose mostly 57.1 µM), for inactives: at the highest dose activity change, negative = inhibition, actives largely listed as inhibitors; AmpC nitrocefin hydrolysis, absorbance 480 nm, 0.0001% Triton;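 also: potency is read from the fitted curve at half-maximal effect; plate controls were no compound for no effect and no enzyme for full effect; nearly all actives have a fitted effect of over 20% in size; some results filed as inactive show a strong effect at the top dose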
Target sequence (P00811 whole entry, looked up): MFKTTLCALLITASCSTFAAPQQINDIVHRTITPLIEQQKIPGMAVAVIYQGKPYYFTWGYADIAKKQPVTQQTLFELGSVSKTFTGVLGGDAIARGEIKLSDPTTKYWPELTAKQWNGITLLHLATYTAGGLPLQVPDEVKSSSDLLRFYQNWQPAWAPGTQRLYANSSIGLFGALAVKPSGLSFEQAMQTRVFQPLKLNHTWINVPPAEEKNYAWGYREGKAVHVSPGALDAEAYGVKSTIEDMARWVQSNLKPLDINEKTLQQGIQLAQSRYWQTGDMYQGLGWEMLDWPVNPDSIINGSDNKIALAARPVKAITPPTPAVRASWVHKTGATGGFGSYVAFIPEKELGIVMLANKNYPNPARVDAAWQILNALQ
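AmpC (5.3 nM in the dispensed reagent) in 20 mM phosphate pH 7.0 with 0.01% (detergent screen) or 0.0001% Triton X-100 was preincubated with compounds for 15 min at room temperature. Nitrocefin was then added from an 800 uM solution, and hydrolysis was followed at 480 nm.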
Sm TGR block: inhibitors of Schistosoma mansoni thioredoxin glutathione reductase; Q962Y6; purified TGR, DTNB reduction, TNB absorbance 405 nm; Potency, µM (top dose mostly 114 µM), without a hit: at the highest dose activity change, negative = inhibition, actives largely listed as inhibitors; 3% of 360,000 active; also: potency is read from the fitted curve at half-maximal effect; nearly all actives have a fitted effect of over 60% in size
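TGR 20 nM + NADPH 100 uM (dispensed conc.), cpd preinc 15 min RT; start with NADPH (500 uM addition) then DTNB (15 mM addition). Kinetic TNB absorbance, 405 nm filter. Four-parameter Hill fit across titration.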
AMA1 RON2 block: AMA1-RON2 (P. falciparum) interaction inhibition. AlphaScreen AMA1-biotinylated RON2 peptide binding. Potency, µM (series often up to 58.2 µM), for the others: at the highest dose activity change, negative = inhibition, usual class: inhibitors. 0.2% of 360,000 active;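 also: potency is read from the fitted curve at half-maximal effect; 0% = vehicle wells and -100% = peptide control; nearly all actives have a fitted effect of over 45% in size; some results filed as inactive show a strong effect at the top dose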
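AMA1 (3D7) with his tag at 25 nM final met compounds first, then biotinylated RON2 peptide at 25 nM; detection used donor plus acceptor beads, 10 µg/mL apiece, read by AlphaScreen after 30 min at room temperature.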
AmpC detergent: AmpC beta-lactamase inhibition with detergent present; AmpC hydrolysis of nitrocefin, absorbance 480 nm, 0.01% Triton; Potency, µM (titrated, usually from 114 µM), for inactives: at the highest dose activity change, negative = inhibition, usual class: inhibitors; 0.041% of 370,000 active;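 also: potency is read from the fitted curve at half-maximal effect; 0% = no-compound wells and -100% = no-enzyme wells; nearly all actives have a fitted effect of over 25% in size; some results filed as inactive show a strong effect at the top dose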
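AmpC (5.3 nM in the dispensed reagent) in 20 mM phosphate pH 7.0 with 0.01% (detergent screen) or 0.0001% Triton X-100 was preincubated with compounds for 15 min at room temperature. Nitrocefin was then added from an 800 uM solution, and hydrolysis was followed at 480 nm.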
FBPA Giardia inh: inhibitors of Giardia lamblia fructose-1,6-bisphosphate aldolase; A8B2U2; purified Giardia FBPA; Potency, µM (top dose mostly 59.6 µM), inactives show at the top dose activity, negative = inhibition, hits mostly inhibitors; 0.71% of 290,000 active; AID 2451; also: potency is read from the fitted curve at half-maximal effect; nearly all actives have a fitted effect of over 55% in size
Target sequence (A8B2U2 whole entry, looked up): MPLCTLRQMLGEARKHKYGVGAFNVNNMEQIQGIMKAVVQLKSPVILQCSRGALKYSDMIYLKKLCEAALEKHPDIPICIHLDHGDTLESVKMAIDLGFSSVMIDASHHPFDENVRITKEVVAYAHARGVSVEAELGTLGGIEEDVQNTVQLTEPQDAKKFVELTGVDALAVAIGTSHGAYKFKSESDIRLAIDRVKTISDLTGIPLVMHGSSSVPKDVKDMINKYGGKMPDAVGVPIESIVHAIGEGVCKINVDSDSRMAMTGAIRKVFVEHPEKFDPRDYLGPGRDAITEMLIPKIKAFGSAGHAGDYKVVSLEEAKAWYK
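Giardia FBPA (40 nM reagent) was preincubated 10 min at RT with compound (up to 57.5 uM final), then substrate plus GAPDH/TPI/NAD/arsenate coupling system with diaphorase/resazurin was added; resorufin fluorescence (525/598 nm) was read after 20 min.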
* = called active by the depositor; ? = inconclusive; nt = no result given; & = joins results of further samples; [ ] = another dose, or the depositor's remark. Unless noted, calls follow the shape of the dose curve; as a rule, active = well fitted curve in the direction sought with a large enough effect; inconclusive = small, poorly fitted or top-dose-only effect, or another doubt; inactive = no such curve, though single readings can be large; an effect the other way counts as inactive or inconclusive. Unless noted, % is scaled to controls: 0 for no effect and ±100 for the full control effect. Rows are unselected, and some 7.8% of all compounds hit somewhere here.

SMILES	HCMV antiviral	AmpC inh no detg	Sm TGR block	AMA1 RON2 block	AmpC detergent	FBPA Giardia inh
CC1=C(C(=O)Nc2ccc(F)cc2)C(c2ccc(C)o2)C2=C(CC(C)(C)CC2=O)N1 (stereo unspecified)	3	5%	?	-12%	-5%	4%
CCN(CC)CCN1C(=O)c2oc3ccccc3c(=O)c2C1c1ccccc1 (stereo unspecified)	nt	4%	6%	9%	4%	-7%
COc1cc2c(cc1NC(=O)c1ccc3c(c1)OCO3)oc1ccccc12	1	-29%	-2%	-2%	-6%	3%
CC(=O)Oc1cc(OC(C)=O)c2c(=O)c(-c3ccc4c(c3)OCCCO4)c(C)oc2c1	2	21%	-11%	7%	2%	7%
Cc1ccc(NC(=O)NCC2CCN(Cc3cc(C)ccc3Cl)CC2)c(C)c1	0	-8%	7%	0%	-14%	-6%
CCCc1cc(=O)[nH]c(SCC(=O)Nc2cccc3ccccc23)n1	-8	-18%	0%	-2%	?	-16%
CCCCCn1nc(C)c2c(C)cc(=O)[nH]c21	2	-19%	1%	3%	7%	-4%
Cn1c(=O)c2c(ncn2CCCc2ccccc2)n(C)c1=O	-2	-4%	-11%	10%	-14%	1%
CCC(C)NC(=O)Cn1c(=O)n(Cc2ccc(C(=O)NCc3ccc(C)cc3)cc2)c(=O)c2ccccc21 (stereo unspecified)	-79*	nt	2%	nt	8%	nt
COc1ccc(OCC(=O)N2CCN(C/C=C/c3ccccc3)CC2)cc1	32	159%[activator]	nt	0%	2%	3%
O=C(Cc1ccc(Cl)cc1)NNC(=O)C(=O)NC1CCCCC1	29	-5%	nt	8%	nt	nt
CCOc1ccc(NC(=O)Nc2nnc(CC(=O)NCc3ccccc3)s2)cc1	7	-33%	nt	-2%	?	1%
Cc1cc(O)c(C(C)C)cc1N=Cc1cc([N+](=O)[O-])ccc1O	-23	82%[activator]	?	0%	-7%	?
Cc1ccc(NS(=O)(=O)c2ccc3c(c2)CC(=O)N3)cc1C	-36	?	-24%	1%	-10%	2%
COc1cccc(C(=O)OCC(=O)N2CCc3ccccc3C2)c1OC	-8	-2%	nt	-2%	nt	nt
Cc1ccccc1Cn1c(C)c(CNCCCc2ccccc2)c(C(=O)O)c1C	12	nt	-3%	nt	13%	nt
CN1CCc2c(sc(/N=C/c3cccs3)c2C(N)=O)C1	nt	-3%	-16%	18%	?	?
Cc1ccccc1Nc1nc(N)nc(COC(=O)c2cccc(S(=O)(=O)N(C)c3ccccc3)c2)n1	-15	-11%	2%	-1%	-6%	2%
CC(=O)c1cc2c(cc1NC(=O)Cn1cnc3ccccc3c1=O)OCO2	48	-8%	-2%	-1%	-1%	nt
O=C(O)c1ccc(NCc2nc3ccccc3n2CCOc2ccccc2Cl)cc1	-30&29	-36%	-6%&4%	-17%	-13%&6%	11%
COc1ccc(CCC(=O)OCC(=O)c2cccc(OC)c2)cc1	?	-4%	7%	2%	-1%	-10%
CCNC(=S)N/N=C/c1cc(C)n(-c2ccc(Cl)cc2)c1C	4	28µM*	-1%	12%	1%	-6%
Cc1ccc2c(c1)c1nnc(SCC(=O)Nc3ccc(N(C)C)cc3)nc1n2CC(=O)O	25	-2%	-35%	-12%	8%	?
COc1cccc(CNC(=O)Cn2nc(C)c([N+](=O)[O-])c2C)c1	13	-18%	15%	31%[activator]	?	-10%
CCN(c1ccc(C)cc1C)S(=O)(=O)c1nnc(NC(=O)c2ccc(F)cc2)s1	?	nt	7%	nt	12%	nt
CCOC(=O)c1cnc2ccc(OCC)cc2c1Nc1ccc(OCc2ccccc2Cl)cc1	-3	nt	9%	nt	13%	nt
Cc1ccccc1-n1cc(CNC(=O)CCc2nnc(CCc3ccccc3)o2)cn1	-26	43%	-2%	-7%	7%	0%
COc1ccc(CNC(=O)C[C@H]2C[C@H](C(=O)N3CCOCC3)[C@@]3(CCC4CCCC4)c4[nH]c5ccc(Cl)cc5c4CCN3C2=O)cc1OC	?	4%	nt	3%	nt	nt
CC12CN3CC(C)(CN(C1)C31CCOCC1)C2=O	-26	17%	8%	5%	5%	13%
CCCCn1c(SCC(=O)O)nc2ccccc21	8	-25%	14%	-11%	12%	?
COc1ccc(C(=O)N/C(=C\c2ccc(Cl)cc2)C(=O)NCC2CCCO2)cc1 (stereo unspecified)	-23	121%[activator]	0%	-5%	2%	nt
CC(C)(C)c1ccc(OC(=O)c2ccc3snnc3c2)cc1	2	-17%	-1%	4%	-12%	5%
O=C(c1c[nH]c(C(=O)C(Cl)(Cl)Cl)c1)c1ccccc1Cl	115	nt	-3%	2%	1%	-2%
CC(=O)Oc1cc(O)c2c(c1)OC(c1ccc(OC(C)=O)c(OC(C)=O)c1)C(OC(C)=O)C2=O (stereo unspecified)	6	-5%	0%	52%[activator]	4%	-3%
CC(NS(=O)(=O)c1ccc(OCC(=O)N2CCOCC2)cc1)c1ccccc1 (stereo unspecified)	-7	-5%	1%	6%	0%	7%
CCOC(=O)c1c(-c2ccc(C)cc2)csc1NC(=O)c1cc(=O)c2cc(C)c(C)cc2o1	0	nt	16%	nt	-2%	nt
CC(C)n1c(-c2ccc(N(C)C)cc2)nc2ccccc21	51	-11%	0%	?	-1%	10%
CC(=O)Nc1ccc(NS(=O)(=O)c2c(C(=O)N3CCC(C)CC3)c(C)n(C)c2C)cc1	?	nt	-8%	nt	-3%	nt
N#Cc1ccccc1OCCCN1CCC(Cc2ccccc2)CC1	-8	-1%	-7%	4%	1%	?
O=C(NCC1(c2ccccc2)CCCC1)c1ccccc1Br	-30	1%	1%	15%	-10%	0%
CC(=O)Nc1ccc(C(=O)OCCC(C)C)cc1	6	-12%	4%	-2%	-6%	12%
COC(=O)c1ccc(COc2ccc(-c3nnn(CC(=O)NC(C)(C)C)n3)cc2)cc1	-35	1%	4%	-1%	4%	2%
CCOc1ccc(CCNC(=O)c2cccc(Nc3nc4ccccc4nc3-n3nc(C)cc3C)c2)cc1OCC	1	nt	-2%	nt	13%	nt
CCN1CCN(S(=O)(=O)c2cccs2)CC1	9	-9%	-12%	2%	-4%	1%
O=C(CN1C2=NCCN2c2ccccc21)c1cccs1	-34	-33%	1%	4%	-1%	-20%
OCC#CCSc1nnc(-c2ccccc2Br)o1	7	0%	-19%	13%	-12%	-1%
COC(=O)c1cccc(Cn2c(Cl)c(/C=N/NC(=O)c3ccco3)sc2=O)c1	0	-45%	35µM*	12%	-2%	nt
CCn1ncc(NC(=S)Nc2ccc(OC)c(OC)c2)c1C(N)=O	13	-29%	20%[57.1 µM]	12%	4%	16µM*
O=C(Nc1ccccc1Cl)Nn1cnnc1	-4	-20%	2%	2%	-9%	14%
COc1cccc(N/C(SCc2ccccc2Cl)=C(/C#N)C(=O)NCc2cccs2)c1	-39	-36%	-14%	?	-10%	-1%
Following part.
SMILES	HCMV antiviral	AmpC inh no detg	Sm TGR block	AMA1 RON2 block	AmpC detergent	FBPA Giardia inh
Cc1cc(Cl)ccc1OC(C)C(=O)OCC(=O)c1ccc[nH]1 (stereo unspecified)	-6	-22%	nt	-1%[11.6 µM]	nt	nt
CN(C)CCCNCCCNC(=O)c1ccco1	-16&-14	-5%	-2%	49%&54%[activator]	8%	0%
CCCC(C(=O)NCCC(C)C)N(Cc1ccc(OC)cc1)C(=O)c1snc(C(N)=O)c1N (stereo unspecified)	?	6%	12%	-1%	-13%	0%
COc1ccccc1N=c1oc2cc(O)ccc2cc1C(=O)NCC1CCCO1 (stereo unspecified)	-16	2%	-2%	12%	4%	1%
COc1ccc(/C=C/c2nc3ccccc3c(=O)n2-c2cccc(C(F)(F)F)c2)cc1	28	nt	2%	nt	1%	nt
Cc1ccc(N(C)C(=O)C2CCCN2S(=O)(=O)c2cccc3nsnc23)cc1 (stereo unspecified)	-40	48%	31%	-16%	6%	5%
COc1cccc(NC(=O)C2CCCN(S(=O)(=O)c3cn(C(C)C)cn3)C2)c1 (stereo unspecified)	8	nt	3%	nt	11%	nt
O=C(N=C1SC2CS(=O)(=O)CC2N1c1ccc(Cl)cc1)C1CCCO1 (stereo unspecified)	-31	-7%	-5%	-12%	0%	nt
COC(=O)c1cc(OC)c(OC)cc1NC(=O)c1ccccc1	5	-20%	-2%	-6%	?	4%
CC(=O)Nc1ccc(/C(C)=N/NC(=O)c2ccc(F)cc2)cc1	-17	-25%	-8%	40%[activator]	0%	4%
Cc1ccc(S(=O)(=O)Nc2cc(C(C(=O)OC(C)C)C(=O)C(F)(F)F)c(O)c3ccccc23)c(C)c1 (stereo unspecified)	-21	-3%	-22%	0%	-11%	-23%
COc1cc(/C=C/C(=O)OC(C)C(=O)NC2CCCCC2C)cc(Cl)c1OC (stereo unspecified)	23	-14%	1%	11%	0%	nt
O=C(Nc1ccc(N2CCN(C(=O)c3ccc(Cl)cc3)CC2)cc1)c1cccs1	17	-22%	?	0%	5%	nt
CCC(=NCCCn1ccnc1)c1c(O)n(-c2ccc(OC)cc2)c(=O)[nH]c1=O	8	0%	-18%	-26%	-3%	5%
CC(C)[C@H](NC(=O)c1ccco1)C(=O)OCC(=O)N(C)c1ccccc1	-27	-4%	3%	9%	8%	3%
COc1ccc(Br)cc1/C=C(\C(=O)O)c1ccc(S(=O)(=O)N2CCCCC2)s1	-25	-14%	-8%	-3%	4%	nt
Cc1ccc(NC(=O)c2cc(S(=O)(=O)N3CCCCCC3)ccc2F)cc1F	-23	nt	18%	nt	6%	nt
Cc1ccc(S(=O)(=O)N2[C@@H](c3ccc(Br)cc3)C(C(=O)O)=CC[C@H]2c2cccc(Cl)c2)cc1	-11	-22%	nt	0%	nt	nt
COC(=O)Cc1csc(Nc2ccc(F)c(Cl)c2)n1	?	-29%	1%	-7%	-1%	-6%
COc1ccc([C@H]2CC(=O)C=C(c3ccc(CO)cc3)C2)cc1	150	-10%	-31%	-1%	-3%	nt

A few values from the results shown.
In AmpC inh no detg, `CCOc1ccc(NC(=O)Nc2nnc(CC(=O)NCc3ccccc3)s2)cc1` is entered as -33%
In AmpC detergent, `COc1cccc(NC(=O)C2CCCN(S(=O)(=O)c3cn(C(C)C)cn3)C2)c1` (stereo unspecified) is entered as 11%

The list continues:
SMILES	HCMV antiviral	AmpC inh no detg	Sm TGR block	AMA1 RON2 block	AmpC detergent	FBPA Giardia inh
COc1ccc(C(CC(=O)Nc2ccc(F)cc2)c2ccccc2)cc1 (stereo unspecified)	-9	-55%	3%	14%	-3%	-12%
COc1ccccc1C(=O)Nc1cccc(C(=O)OCc2cc(=O)n3c4c(sc3n2)CCCC4)c1	?	nt	0%	nt	1%	nt
O=C(Nc1nc2ccccc2n1CCN1CCCC1)C1CCCCC1	24	-11%	1%	0%	-3%	27%
O=C(Nc1ccccc1N1CCOCC1)c1cc2ccccc2o1	36	-18%	1%	3%	-3%	10%

Screening data (PubChem BioAssay)
